High-throughput results (PubChem BioAssay)
RNase H inhibition – RNase H inhibition, HIV 1 Gag Pol polyprotein, FRET biochemical assay, screening (AID 372) | HIV-1 RT RNase H, FRET RNA/DNA substrate fluorescence; higher % means a stronger effect | 100,000 compounds, 0.77% hits | one-dose inhibition, % at 10 µM; IC50 in µM for titrated hits; in the data active = inhibition above about 50%
An asterisk follows results filed as active. A portion of the library, so the mix of outcomes need not match the whole.

SMILES	RNase H inhibition
CCOC(=O)NC(NC(=S)Nc1ccc(C(C)=O)cc1)C(Cl)(Cl)Cl (centres undefined)	15%
Cc1cc(OCC(=O)NCC2CCCO2)ccc1Br (centres undefined)	0%
COC(=O)C1=C(C(=O)OC)SC(=C2C(=S)C(C)(C)N(C(=O)c3ccccc3F)c3cc(C)ccc32)S1	17%
COc1cc(C=O)ccc1OCc1ccccc1COc1ccc(/C=C2/SC(=S)NC2=O)cc1OC	37%
C/C(Cc1ccccc1)=N\NC(=O)c1n[nH]c2c1CCC2	7%
Cc1ccc(-c2nc3ccccc3o2)cc1N=Cc1cc(Cc2ccccc2)cc(Br)c1O	7%
Cc1ccc(N=Cc2cc([N+](=O)[O-])ccc2Cl)cc1[N+](=O)[O-]	23%
CC1(C)C(c2ccccc2)=[N+]([O-])CN1O	6%
CC(=O)Nc1ccc(S(=O)(=O)N(c2cc(Cl)c(Cl)cc2Cl)S(=O)(=O)c2ccc(NC(C)=O)cc2)cc1	19%
N#CN=C1CCCN1CC(=O)c1ccccc1	0%
COc1ccc(CCN2C(=O)C(C)C(Cc3ccc(C)cc3)C2=O)cc1OC (centres undefined)	4%
C/C(=N\Nc1nnc2c(n1)[nH]c1ccccc12)c1ccc(Br)cc1	12%
COc1ccc(NC(=O)CSc2nc(O)c(Cc3ccccc3)c(=O)n2-c2ccccc2OC)cc1	6%
O=C(Nc1cccc(NC(=O)c2ccc3ccccc3c2)c1)c1cccc(Cl)c1	20%
O=C(Nc1ccc(Cl)cc1)N1CCN(Cc2ccc3c(c2)OCO3)CC1	0%
O=C(Nc1ccccc1C(=O)N1CCN(Cc2ccccc2)CC1)c1ccccc1Cl	6%
Cc1c(C(=O)NCCSc2ccc(Cl)cc2)cccc1[N+](=O)[O-]	2%
COC(=O)c1c(NC(=O)CC2Sc3ccccc3NC2=O)sc2c1CCCC2 (centres undefined)	20%
CCOc1cc(/C=C(\C#N)c2nc3ccccc3s2)ccc1O	16%
Cc1ccc(OCCOc2ccc(Br)cc2/C=C2\SC(=S)NC2=O)c(C)c1	46%
O=C1NC(=S)S/C1=C\c1cccc(OCCOc2ccccc2Cl)c1	43%
Clc1cccc(C=Nc2ccc(-c3ccc(N=Cc4cccc(Cl)c4Cl)cc3)cc2)c1Cl	17%
COc1ccc(NC(=O)CN(c2cccc(C(F)(F)F)c2)S(C)(=O)=O)cc1	9%
CCCCCCNS(=O)(=O)c1ccccc1	4%
CCCCc1c(C)nc(N/N=C/c2cccc(OC)c2O)[nH]c1=O	0%

Quoted from the listing:
CC1(C)C(c2ccccc2)=[N+]([O-])CN1O – RNase H inhibition: 6%
COc1ccc(NC(=O)CN(c2cccc(C(F)(F)F)c2)S(C)(=O)=O)cc1 – RNase H inhibition: 9%

Additional entries:
SMILES	RNase H inhibition
Cc1ccc(S(=O)(=O)NN2C(=O)/C(=C/c3ccc(C(=O)O)cc3)SC2=S)cc1	6%
CC(C)C(=O)Nc1ccc(Cl)c(-c2nc3ccccc3[nH]2)c1	11%
O=c1oc2c(F)c(F)c(F)c(F)c2c2[nH]ncc12	43%
Cc1cccc(NC(=O)CSC(N)=O)c1	9%
CN(C)c1ccc(/C=N/NC(=O)c2cccc(I)c2)cc1[N+](=O)[O-]	14%
COc1cc(C)ccc1OCCOc1ccccc1[N+](=O)[O-]	12%
CC(C)(C)c1ccc(Oc2c(N)ccc3c2C(=O)c2ccccc2C3=O)cc1	19%
CC(C)c1ccc(/C=C/C(=O)Nc2ccc(C(C)C)cc2)cc1	4%
O=C(CCC1CCCC1)Nc1ccc(F)c([N+](=O)[O-])c1	1%
O=C(NCCOc1ccccc1)c1cccc2ccccc12	0%
Cc1ccc(C2CC(C(F)(F)F)n3ncc(C(=O)Nc4ccccc4C(F)(F)F)c3N2)cc1 (centres undefined)	17%
Cc1ccc(N2NC(=O)/C(=C/c3cccc(Br)c3)C2=O)cc1	8%
O=C(Oc1ccc(/C=C2/SC(=S)N(c3ccccc3)C2=O)cc1)c1ccccc1	5%
Cc1ccc(-c2cc(C(F)(F)F)n3ncc(C(=O)NCC4CCCO4)c3n2)cc1 (centres undefined)	6%
Cc1ccc(-c2csc(NC(=O)c3ccc(F)cc3)n2)cc1	11%
CCOC(=O)c1c(NC(=O)c2ccc(F)cc2)sc2c1CCC(C)C2 (centres undefined)	12%
Cc1cc(C(=O)Nc2ccccc2F)ccc1[N+](=O)[O-]	4%
O=C1C=C(c2ccccc2)CC(c2ccccc2)C1n1nnc([N+](=O)[O-])n1 (centres undefined)	21%
CSc1nc(C)cc(-n2cc(Br)c(=O)[nH]c2=O)n1	0%
Cc1ccc(C(c2ccc(C)o2)c2cc3c(cc2[N+](=O)[O-])OCCO3)o1	25%
CCC(=O)NC(=S)Nc1ccc2oc(-c3ccccc3C)nc2c1	20%
Cc1ccc(N2CC(C(=O)Nc3cc(C)ccc3F)CC2=O)cc1 (centres undefined)	11%
Cc1cccc(NC(=O)CC2CCCCC2)c1	5%
CCOC(=O)c1c(NC(=O)CC2SC(N)=NC2=O)sc(C)c1C (centres undefined)	2%
CC(=C/C(=O)O)/C=C/c1c[nH]c2ccccc12	9%
Other compounds follow:
SMILES	RNase H inhibition
CCN(CC)c1ccc(/C=C2\SC(=S)N(CCc3ccccc3)C2=O)cc1	13%
Cc1ccc(C(=O)NNC(=O)c2ccc(O)cc2)cc1	23%
CC1=CC(C)C2COC(c3cccnc3)C1C2C (centres undefined)	12%
Cc1ccc(S(=O)(=O)c2ccc(C)c(S(=O)(=O)N3CCCCC3)c2)cc1S(=O)(=O)N1CCCCC1	10%
Cc1cc(NC(=O)c2ccccc2)sc1C	15%
CCC(=O)N1c2ccccc2NC2=C(C(=O)CC(c3ccccc3)C2)C1c1cccc([N+](=O)[O-])c1 (centres undefined)	20%
O=c1sc2ccccc2n1/C=C/c1ccccc1	18%
Clc1cccc(Cl)c1OCCCN1CCOCC1	0%
CC(C)c1ccc(C2C(C#N)=C(N)Oc3c2ccc2ccccc32)cc1 (centres undefined)	27%
O=C1CSC(c2ccc(Cl)cc2)N1c1ccc(Cl)cc1 (centres undefined)	5%
O=C(c1c(Cl)cccc1Cl)N1CCN(c2ccc(Cl)cc2)CC1	9%
CCN(CC)c1ccc(/C=N/N2C(=O)c3ccccc3C2=O)cc1	15%
CN(C)CCSc1nc(O)c(-c2ccccc2)c(=O)n1-c1ccccc1	0%
CC(=O)Nc1ccc(S(=O)(=O)Nc2ccccc2C(N)=O)cc1	9%
COCCOC(=O)C1=C(C)NC2=C(C(=O)CC(c3ccc(OC)cc3)C2)C1c1ccccc1OC (centres undefined)	2%
O=C1N=c2ccc(Cl)cc2=C1c1sc(=S)n(Cc2ccco2)c1O	22%
CC1(C)CC(NC(=O)c2ccccc2F)CC(C)(C)N1	0%
CN1C(=O)S/C(=C\c2cc(Br)ccc2OCc2ccccc2F)C1=O	46%
COc1ccc(Cc2[nH]n3c(=O)cc(C)nc3c2-c2ccccc2)cc1	0%
CCOc1cccc(/C=C2\SC(=S)NC2=O)c1OC	16%
CCCCCCCCn1c(-c2nonc2NC(C)=O)nc2ccccc21	38%
CCOc1cc(/C=C2/SC(=S)NC2=O)cc([N+](=O)[O-])c1OCCCOc1cccc(C)c1	27%
COC(=O)C1=CN(C2CC2)C=C(C(=O)OC)C1c1cc2c(cc1Cl)OCO2	13%
CC1=NNC(=O)C1CCC(=O)N/N=C/c1ccncc1 (centres undefined)	6%
COc1ccccc1NC(=O)CN1C(=O)/C(=C\c2cc(OC)c(OC)c(OC)c2)SC1=S	17%

Of the compounds above, these have an aryl thioether with sulfur outside any ring.
SMILES	RNase H inhibition
COc1ccc(NC(=O)CSc2nc(O)c(Cc3ccccc3)c(=O)n2-c2ccccc2OC)cc1	6%
Cc1c(C(=O)NCCSc2ccc(Cl)cc2)cccc1[N+](=O)[O-]	2%
CSc1nc(C)cc(-n2cc(Br)c(=O)[nH]c2=O)n1	0%
CN(C)CCSc1nc(O)c(-c2ccccc2)c(=O)n1-c1ccccc1	0%

(listing goes on)
SMILES	RNase H inhibition
CCOC(=O)CSc1nc2ccc([N+](=O)[O-])cc2[nH]1	12%
COC(=O)c1ccc(N=Cc2ccc(Cl)cc2)cc1	9%
O=C(Nc1nnc(/C=C/c2ccccc2)s1)Nc1ccc(Cl)cc1Cl	43%
O=C(c1ccccc1F)N1CCN(Cc2cccc(F)c2)CC1	11%
O=C(c1ccccc1[N+](=O)[O-])N1CCN(c2cccc(Cl)c2)CC1	0%
O=c1[nH]c2ccc(NS(=O)(=O)c3ccc(F)cc3)cc2[nH]1	7%
CCOC(=O)c1ccc(NC(=S)NC(NC(=O)c2ccc(Br)cc2)C(Cl)(Cl)Cl)cc1 (centres undefined)	21%
O=C(Nc1cccc2nsnc12)c1ccc2c(c1)OCCO2	12%
Cc1ccc(NC(=O)/C=C/C(=O)O)cc1F	3%
COc1cccc(NC(=S)NC(NC(=O)Cc2ccccc2)C(Cl)(Cl)Cl)c1 (centres undefined)	0%
NS(=O)(=O)c1ccc(CNC(=O)/C=C/c2ccccc2)cc1	6%
COc1ccc(C)cc1N(CC(=O)Nc1ccc2c(c1)OCO2)S(C)(=O)=O	2%
Cc1cccc[n+]1CC(=O)c1ccc(NC(=O)c2ccccc2)cc1	5%
c1ccc(Cn2c(SCCOc3ccccc3)nc3ccccc32)cc1	16%
COC(=O)C(C(=O)OC)C(c1ccccc1)C(C(=O)OC)C(=O)OC	0%
Cc1cc(C(=O)Oc2cccc3cccnc23)ccc1[N+](=O)[O-]	9%
O=C(COc1cccc(Cl)c1)N=Nc1c(O)[nH]c(=O)[nH]c1=O	10%
Cc1cccc(NCN2C(=O)c3ccccc3C2=O)c1C	22%
O=C(Nc1ccc(-c2nc3ncccc3o2)cc1)c1ccc(-c2cccc(Cl)c2)o1	2%
O=C(Nc1ccc(Cl)cc1)c1ccc(Br)o1	8%
CCOC(=O)/C=C1\NC2(CCCCC2)Cc2cc(OC)c(OC)cc21	0%
COc1cccc2c1N(C(=O)c1ccc(F)cc1)C(C)(C)c1ssc(=S)c1-2	15%
O=C(O)CCCNC(=O)c1cn(-c2ccccc2)nc1-c1ccccc1	0%
CCCOc1ccc(C(=O)Nc2sc(CC)cc2C(=O)OCC)cc1	10%
COc1ccc(Cl)cc1NC(=O)CN(c1cccc(C(F)(F)F)c1)S(=O)(=O)c1ccccc1	27%

In the list so far, four contain a CF3 group:
SMILES	RNase H inhibition
COc1ccc(NC(=O)CN(c2cccc(C(F)(F)F)c2)S(C)(=O)=O)cc1	9%
Cc1ccc(C2CC(C(F)(F)F)n3ncc(C(=O)Nc4ccccc4C(F)(F)F)c3N2)cc1 (centres undefined)	17%
Cc1ccc(-c2cc(C(F)(F)F)n3ncc(C(=O)NCC4CCCO4)c3n2)cc1 (centres undefined)	6%
COc1ccc(Cl)cc1NC(=O)CN(c1cccc(C(F)(F)F)c1)S(=O)(=O)c1ccccc1	27%

3 structures already listed, ordered by number of heavy atoms, descending:
SMILES	RNase H inhibition
O=C(Nc1ccc(-c2nc3ncccc3o2)cc1)c1ccc(-c2cccc(Cl)c2)o1	2%
O=C(c1ccccc1[N+](=O)[O-])N1CCN(c2cccc(Cl)c2)CC1	0%
O=C(c1ccccc1F)N1CCN(Cc2cccc(F)c2)CC1	11%

Further structures follow.
SMILES	RNase H inhibition
CCOc1cc(/C=C2/SC(=S)N(C)C2=O)ccc1OCc1ccccc1C	14%
Cc1cccc(NC2(c3ccccc3)OC(=O)c3ccccc32)c1 (centres undefined)	15%
O=C(c1nn2c(C(F)(F)F)cc(-c3cccs3)nc2c1Cl)N1CCOCC1	4%
CCCC1=NN(c2nc3ccccc3s2)C(=O)/C1=C(\C)N1CCOCC1	0%
COC(=O)Cn1cc(/C=C2\C(=O)NC(=O)N(c3cccc(Br)c3)C2=O)c2ccccc21	14%
Oc1ccc2ccccc2c1/C=N/Nc1nnc(-c2ccccc2)c(-c2ccccc2)n1	5%
Cc1ccc(-c2nc3ncccc3o2)cc1NC(=O)/C=C\c1ccccc1	6%
CCOc1cccc(C(=O)Nc2ccc3nn(-c4ccc(F)cc4)nc3c2)c1	23%
COc1cc(C)ccc1OCCOCCOc1cc(C)ccc1Cl	21%
O=C(Nc1ccc(Cl)cc1)ONC(=NCc1ccccc1)c1ccc(Cl)cc1	21%
Cc1ccc(NC(=O)c2cc(C(=O)Nc3ccc(C)c(C)c3)cc(N3C(=O)c4ccccc4C3=O)c2)cc1C	23%
CCC(C)C(=O)Nc1cc(Cl)c(Cl)cc1Cl (centres undefined)	7%
COc1cccc(N2C(=O)/C(=C/c3cc(OC)c(OC)c(OC)c3)SC2=S)c1	13%
CCOC(=O)COc1ccc2ccccc2c1/C=N/NC(=O)COc1ccccc1OC	17%
CCCCCCOc1ccc(N2C(=O)CC(N3CCSCC3)C2=O)cc1 (centres undefined)	3%
CCOc1cc(C=O)ccc1OCc1cccc([N+](=O)[O-])c1	27%
COc1ccc(OC)c(NC(=O)C2CN(S(=O)(=O)c3ccccc3)CCN2S(=O)(=O)c2ccccc2)c1 (centres undefined)	9%
CCN(CC)c1ccc(NC(=O)c2cccc(C)c2)cc1	15%
O=C1NC(=S)N(c2ccc(Cl)cc2Cl)C(=O)/C1=C/c1ccc(O)c([N+](=O)[O-])c1	15%
O=C(COc1ccccc1)Nc1nnc(Cc2ccc(Cl)cc2Cl)s1	0%
Cc1c(Cl)cccc1NC(=O)C(=O)N/N=C/c1cc(Br)ccc1O	12%
CCn1c(=O)c(C(=O)Nc2nc3ccc(Br)cc3s2)c(O)c2ccccc21	4%
CCOC(=O)c1c(NC(=O)Cc2ccc(Cl)cc2)sc(C(=O)Nc2ccccc2)c1C	36%
O=C1NC(=O)C(=Cc2cn(-c3ccccc3)nc2-c2ccc(Br)cc2)C(=O)N1	59%*
CCOC(=O)Oc1ccc2c3c(c(=O)oc2c1)CCC3	3%
CC1CCN(C(=O)CN(c2ccc(Cl)c(Cl)c2)S(=O)(=O)c2ccccc2)CC1	7%
C=CCc1ccc(OCCOc2ccc(/C=C3\SC(=S)N(C)C3=O)cc2OC)c(OC)c1	8%
O=C(Nc1ccc(NS(=O)(=O)c2ccc(Cl)cc2)cc1)c1ccccc1	17%
CC(=O)c1c(C)oc2ccc(NS(=O)(=O)c3ccc(C)cc3)cc12	1%
O=Cc1ccc(-c2cc(C(F)(F)F)cc(C(F)(F)F)c2)o1	3%
